# Screening data as filed in PubChem BioAssay.
# HT1080NT lethal = kills 2HG-producing HT-1080-NT fibrosarcoma cells; 360,000 compounds, 1.6% hits; HT-1080-NT fibrosarcoma viability, CellTiter-Glo ATP luminescence, 48 h; Potency, µM (top dose mostly 46.1 µM), for inactives: top-dose activity, negative = less viability, usual class: cytotoxic; AID 686970;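 note: NT is the 2HG producing partner of a matched IDH1 knockdown line; potency is the fitted concentration of half-maximal effect; 0% = DMSO-treated cells and -100% = media-only wells without cells; nearly all actives have a fitted effect of over 55% in size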
#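 750 cells/well, RPMI + 5% FBS; 2 h settle, compound pin-transfer, 48 h at 37 degrees C. CellTiter-Glo 10 min RT, luminescence. Normalized to DMSO and media-only wells.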
# MCF10A rereplic = induces DNA re-replication in MCF 10a normal breast cells. MCF 10A DNA re-replication, Hoechst nuclear intensity, 48 h. Potency, µM (highest dose often 46.1 µM), inactives show top-dose activity, positive = re-replication, most hits filed as activators. 350,000 compounds, 2.9% hits; note: potency is the fitted concentration of half-maximal effect; % of control where 0% means no effect; nearly all actives have a fitted effect of over 50% in size
# DRD3 agonist = D3 dopamine receptor (human) agonism. P35462. D3R DiscoveRx beta-arrestin cells, luminescence, 90 min. max activation, %. 410,000 compounds, 0.58% hits. AID 652048; in the data active = max activation above about 30%; note: 0% is about no effect; mostly tested at two doses, the higher about 12 µM
# Target sequence (P35462 whole entry, looked up): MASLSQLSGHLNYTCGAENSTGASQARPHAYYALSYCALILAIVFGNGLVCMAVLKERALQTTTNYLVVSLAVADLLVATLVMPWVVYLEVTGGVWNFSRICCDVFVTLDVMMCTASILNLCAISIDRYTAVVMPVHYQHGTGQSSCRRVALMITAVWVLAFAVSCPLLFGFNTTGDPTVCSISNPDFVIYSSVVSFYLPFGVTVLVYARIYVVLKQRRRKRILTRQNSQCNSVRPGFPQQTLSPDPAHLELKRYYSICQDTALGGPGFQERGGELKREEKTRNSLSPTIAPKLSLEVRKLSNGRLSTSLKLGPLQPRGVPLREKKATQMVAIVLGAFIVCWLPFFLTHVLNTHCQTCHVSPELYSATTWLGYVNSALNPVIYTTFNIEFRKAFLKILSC
#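 Cells at 1500/well, incubated overnight, then treated with pinned compounds (dopamine as control) for 90 min at 37 degrees C. DiscoveRx reagent added for 30 - 60 minutes at room temperature; luminescence read.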
# KB-V1 cytotox = KB-V1 MDR subline cytotoxicity; Potency, µM (top dose mostly 46.1 µM), without a hit: at the top dose activity change, negative = cytotoxicity, usual class: cytotoxic; KB-V1 MDR cells viability, CellTiter-Glo, 72 h; 400,000 compounds, 3.4% hits; AID 1347076; note: potency is the fitted concentration of half-maximal effect; % is set by controls: 0 for no effect and ±100 for the full control effect; nearly all actives have a fitted effect of over 60% in size
#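 KB-V1 MDR subline cells in DMEM (phenol-red free, 10% FBS) exposed to compounds in qHTS concentration series for 72 h at 37 degrees C. Viability read by CellTiter-Glo luminescence; concentration-effect curves fitted after normalization and correction.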
# IL1B secr inh = inflammasome signaling inhibition, IL-1 beta readout; 360,000 compounds, 4.7% hits; THP-1 LPS/ATP IL-1B secretion, AlphaLISA, 16 h; stronger effect = lower value; activity change, % at 57.5 µM; AID 743279; in the data active = activity change below about -50%; inconclusive = mostly about -30% to -49%; note: % is set by controls: 0 for no effect and ±100 for the full control effect
#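 THP-1 cells pretreated 1 hr with compounds (up to 57.5 uM final), then stimulated with LPS (250 ng/mL final) plus ATP (1.25 mM final); secreted IL-1B measured by AlphaLISA after 16 hr, decreased signal indicating inhibition.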
# GLP1R cytotox = cytotoxicity in counter-screen for GLP-1R inverse agonists; HEK293 cAMP-luciferase reporter cells, luminescence, 24 h; Potency, µM (doses to about 38.3 µM), for the others: at the highest dose activity change, negative = inhibition, hits mostly inhibitors; 410,000 compounds, 0.13% hits;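 note: loss of luciferase light is scored as toxicity; potency is the fitted concentration of half-maximal effect; % is set by controls: 0 for no effect and ±100 for the full control effect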
#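 Cells in DMEM/10% Nu serum/1% pen-strep, 1536-well format. Pre-incubated 12 h, dosed with 23 nL compound, incubated a further 24 h. Luciferase detection, 12 min at room temp, luminescence.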
# KB-3-1 cytotox = KB-3-1 parental cell cytotoxicity. KB-3-1 viability, CellTiter-Glo ATP luminescence, 72 h. Potency, µM (highest dose often 46.1 µM), inactives show top-dose activity change, negative = cytotoxic, usual class: cytotoxic. 400,000 compounds, 1.4% hits. AID 1347075; note: potency is the fitted concentration of half-maximal effect; % is set by controls: 0 for no effect and ±100 for the full control effect; nearly all actives have a fitted effect of over 60% in size
#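 Viability of parental KB-3-1 cells, measured by CellTiter-Glo luminescence, followed a 72 h incubation at 37 °C with pinned compounds in phenol-red-free DMEM containing 10% FBS.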
# HT1080 IDH1KD tx = toxicity to HT-1080 IDH1 knockdown cells (counter line) | HT-1080 IDH1 knockdown viability, ATP luminescence, 48 h | Potency, µM (doses to about 46.1 µM), for inactives: at the top dose activity, negative = toxicity, hits mostly cytotoxic | 360,000 compounds, 2% hits | AID 686971;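 note: potency is the fitted concentration of half-maximal effect; 0% = DMSO wells and -100% = cell-free medium wells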
#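 Cytotoxicity counter-line: IDH1KD HT-1080, 48 h, CellTiter-Glo. Curves classed by r2, magnitude and activity.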
# SW480 rereplic = DNA re-replication induction in SW480 cells; Potency, µM (top dose mostly 46.1 µM), for inactives: at the top dose re-replication activation, actives largely listed as activators; 340,000 compounds, 1.8% hits; SW480 DNA re-replication, Hoechst DNA content imaging, 48 h; note: potency is the fitted concentration of half-maximal effect; % of control where 0% means no effect; nearly all actives have a fitted effect of over 55% in size
#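 Treated cells incubate 48 hr (37 C, 5% CO2), are stained 40 min with Hoechst, and nuclear fluorescence is enumerated; a rise in nuclei with high DNA signal marks re-replication.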
# Numbers without * were called inactive; ? = inconclusive; . = not tested or not shown; [ ] = dose if it differs, or a comment. Unless noted, calls come from the whole dose curve; as a rule, active = well fitted curve in the direction sought with a large enough effect; inconclusive = small, poorly fitted or top-dose-only effect, or another doubt; inactive = no such curve, though single readings can be large; an effect the other way counts as inactive or inconclusive. This is a random part of the collection; about 11% have a hit in one of these screens.
SMILES,HT1080NT lethal,MCF10A rereplic,DRD3 agonist,KB-V1 cytotox,IL1B secr inh,GLP1R cytotox,KB-3-1 cytotox,HT1080 IDH1KD tx,SW480 rereplic
COc1ccc(C(=O)/C=C/c2cn(CC(O)CN3CCc4ccccc43)c3ccccc23)cc1 (stereo not drawn),.,.,22.0,-21.2%,.,24.0%,-7.0%,.,.
COc1ccccc1NC(=O)C(C)N1CCN(C/C=C/c2ccccc2)CC1 (stereo not drawn),-2.0%,?,-9.6,1.9%,-16.2,1.9%,-9.8%,-28.4%,-3.7%
COc1cccc(OC)c1C(=O)NC(=S)Nc1ccc2oc(-c3ccncc3)nc2c1,19.2%,28.1%,12.1,10.8%,21.0,13.1%,-17.5%,2.3%,5.3%
COc1cc(C)ccc1OCc1cc(C(=O)N2CCN(C)C[C@@H]2c2ccccc2)no1,-6.3%,-3.8%,-5.7,-25.3%,0.0,3.9%,1.0%,-0.8%,2.2%
CC(C)=N/N=C1/NC(=O)C(CC(=O)Nc2cc(Cl)ccc2C)S1 (stereo not drawn),0.1%,15.2%,1.4,16.8%,8.1,?,13.5%,-2.3%,-2.7%
O=S(=O)(Nc1ccc(N2CCOCC2)cc1)c1ccc(Cl)s1,6.0%,2.2%,3.1,1.3%,-7.5,-4.6%,-1.5%,-9.1%,0.0%
CCSCC1COC(c2cccn2Cc2ccc(C)cc2)=N1 (stereo not drawn),-7.5%,-7.7%,-5.1,-19.2%,-3.8,0.7%,-7.7%,-1.8%,4.4%
C#CCN(C[C@@H]1[C@@H](OC(=O)NCc2ccc(OC)c(OC)c2)[C@@H](OC(=O)NCc2ccc(OC)c(OC)c2)Cn2c(=O)n(CCCCCC)c(=O)n21)S(=O)(=O)c1ccc(C)cc1,0.3%,.,5.0,?,-2.8,7.0%,26.6%,10.6%,.
Cc1cccc(C(=O)NCC(=O)N2CCN(S(=O)(=O)c3ccccc3)CC2)c1,-14.9%,-5.5%,3.4,-16.0%,2.0,-6.9%,-3.3%,-11.9%,9.4%
COc1cc(NC(=O)CSCc2cnn(-c3ccccc3)c2-n2cccc2)cc(OC)c1,-3.7%,?,1.8,?,-9.0,-17.0%,-13.3%,-22.3%,7.7%
O=C(O)c1nnn(-c2cc(C(F)(F)F)cc(C(F)(F)F)c2)c1-c1ccccc1,-3.4%,1.4%,-17.9,0.0%,-13.5,9.9%,-7.0%,-1.1%,-4.7%
O=C(CSCc1c(Cl)cccc1Cl)NN1C(=O)c2ccccc2C1=O,6.7%,3.7%,-18.1,2.3%,13.6,-3.1%,12.2%,7.1%,-6.6%
CC(C)C(NC(=O)c1ccccc1)C(=O)NCCc1ccccc1 (stereo not drawn),0.5%,-12.4%,4.8,1.2%,8.1,-16.4%,16.7%,4.7%,-46.7%[inhibitor]
NC(=O)c1ccc(-n2nnnc2SCc2ccccc2)cc1,-0.9%,15.8%,0.7,-0.1%,3.5,0.9%,-6.1%,-7.0%,?
CC(OC(=O)C1=COCCO1)C(=O)NC(C)c1ccc(Cl)cc1Cl (stereo not drawn),-4.1%,14.1%,-1.7,-10.1%,-2.2,6.9%,1.1%,-4.6%,?
COc1ccc(CNC(=O)C2CCN(c3cc(C(=O)Nc4cccc(OC)c4)ccn3)CC2)cc1,-2.8%,?,1.5,-5.4%,-5.4,-3.2%,-0.5%,-0.5%,-6.2%
CCOC(=O)Cc1c(C)nc2c(-c3ccccc3)c(C)[nH]n2c1=O,3.5%,-5.1%,-11.7,-19.3%,0.0,-15.2%,10.6%,?,3.0%
O=c1[nH]cc(NCCc2ccccc2)c(=O)[nH]1,10.5%,-5.4%,6.0,0.0%,-16.2,3.2%,2.0%,15.0%,-5.1%
O=C(CSc1cc(Cl)ccc1Cl)Nc1ccc(N2CCOCC2)cc1,0.7%,?,-0.9,?,-0.8,-4.5%,-25.7%,-0.2%,9.9%
Cc1cccc(N(CC(O)CN2CCOCC2)S(=O)(=O)c2ccccc2)c1 (stereo not drawn),17.6%,1.9%,-7.5,-12.5%,-1.3,-5.4%,8.0%,1.1%,2.7%
O=C(Cc1ccc(Cl)cc1)NCC(=O)N1CCCC1,-3.6%,-7.1%,-4.5,18.7%,-4.3,-0.4%,-1.1%,-4.0%,-0.2%
CCCn1c(N)c(C(=S)NC(=O)C2CC2)c(=O)n(C)c1=O,-1.5%,7.2%,0.3,-23.9%,11.9,-14.7%,12.8%,10.7%,-2.2%
OC(CCN1CCOCC1)c1ccccc1 (stereo not drawn),10.3%,8.7%,11.5,0.0%,0.4,-2.0%,0.1%,1.3%,-6.9%
COc1cccc(CNC(=O)C(=O)NCC(c2ccco2)S(=O)(=O)c2cccs2)c1 (stereo not drawn),.,.,4.0,-7.8%,.,0.9%,-3.9%,.,.
O=[N+]([O-])c1cccc(S(=O)(=O)Nc2cccc(-c3ccc(N4CCOCC4)nn3)c2)c1,-3.1%,0.8%,-4.2,17.3%,-3.2,11.9%,-3.9%,-1.7%,-4.5%
COc1ccc(OCCSc2nnc(CCNC(=O)c3ccc(OC)cc3)n2C)cc1,4.4%,3.8%,2.3,18.4µM*,-16.2,0.7%,-21.4%,-18.1%,-0.9%
CNC(=O)c1ccc(NC(=O)c2ccc3c(=O)n4c(nc3c2)CCC4)cc1,0.4%,-8.6%,5.9,0.0%,8.8,2.9%,9.2%,12.6%,-4.5%
COC(C/C=C\[C@@H](O)[C@@H](C)OCc1ccccc1)OC,-1.3%,-24.7%,-20.5,5.5%,-7.5,1.2%,-5.3%,3.3%,-6.6%
Cc1ccc(CNC(=O)c2nnc(Cc3cccc(F)c3)o2)cc1,.,.,-7.2,3.0%,.,7.2%,-0.9%,.,.
CCC(Cc1ccccc1)NS(=O)(=O)c1c(C)nc2scc(C)n2c1=O (stereo not drawn),-0.2%,0.2%,-8.2,-19.7%,0.0,1.7%,2.9%,9.5%,-2.4%
Cc1ccc(S(=O)(=O)N2CCN(CC(=O)Nc3ccc([N+](=O)[O-])cc3)CC2)cc1C,-6.1%,-13.3%,-1.9,18.4µM*,?,-11.3%,-19.7%,-3.9%,-81.0%[inhibitor]
COc1cc(/C=N/NC(=O)c2ccc(CN(C)S(=O)(=O)c3ccc(C)cc3)cc2)ccc1O,-25.6%,?,0.0,-3.5%,11.6,?,-1.6%,?,?
Cc1ccc2c(c1)C(c1ccccc1)N(C(=O)c1ccc(Br)o1)CC(=O)N2 (stereo not drawn),?,-1.3%,3.6,0.0%,-11.4,2.1%,0.0%,-22.4%,11.8%
CCOCc1nnc(NC(=O)CCc2ccccc2)s1,-1.9%,-5.6%,-2.3,-5.9%,19.8,12.3%,-1.4%,0.0%,-2.6%
Cc1ccc(-c2nc3c4ccccc4[nH]c(=O)n3n2)cc1,.,.,0.3,-3.0%,.,2.9%,-1.1%,.,.
CCOC(=O)Cn1c(=O)c2c(nc3n2CCN3Cc2ccccc2)n(C)c1=O,3.2%,16.7%,8.2,5.3%,14.1,-1.5%,19.1%,1.9%,-5.0%
CC1=CCC(C(=O)O)(C(=O)N/N=C/c2cccnc2)C(c2ccccc2)C1 (stereo not drawn),1.3%,-7.7%,0.1,-1.4%,46.9,-1.5%,-5.1%,24.3%,0.3%
Cc1cc(C)n(-c2ccc(C(=O)Nc3cccnc3)cc2)n1,16.1%,-6.4%,5.2,-17.8%,-8.5,5.2%,-2.2%,17.4%,-2.3%
N#CC(c1ccncc1)(c1ncc(C(F)(F)F)cc1Cl)N1CCOCC1 (stereo not drawn),-4.3%,-39.7%[inhibitor],4.5,-24.4%,-76.8*,?,5.9%,1.3%,4.4%
O=C(Cn1nnc(-c2ccc(CN3CCOCC3)cc2)n1)NC1CCCCC1,10.2%,14.2%,7.8,23.1µM*,13.8,6.4%,-8.6%,5.0%,-0.1%
COc1ccc(C(=O)CSc2nc3ccc([N+](=O)[O-])cc3[nH]2)cc1,1.7%,?,2.9,-10.4%,-2.4,-13.4%,9.3%,0.0%,-2.8%
CCOC(=O)c1ccc(NC(=O)N2CC3CCCN3c3ccccc32)cc1 (stereo not drawn),.,.,-8.2,-12.0%,.,-4.1%,-5.2%,.,.
O=C(Nc1cccc(F)c1)NC1(C(=O)N2CCOCC2)CCCCC1,22.6%,1.2%,-5.0,1.9%,-11.5,-1.2%[0.307 µM],5.4%,14.5%,-4.5%
Cn1cnnc1SCC(=O)NNC(=O)c1ccc(Cl)cc1,-3.4%,4.8%,4.0,?,5.5,11.5%,-1.3%,-4.0%,-4.9%
CC1Cc2ccccc2N1C(=O)CN1C(=O)COc2ccccc21 (stereo not drawn),6.0%,3.2%,3.7,-4.1%,1.5,-13.3%,0.9%,4.5%,3.2%
CCOc1ccc(C(CC(=O)O)NC(=O)c2ccco2)cc1 (stereo not drawn),11.6%,5.3%,-5.9,22.1%,-4.7,-13.0%,-1.2%,5.8%,-6.9%
Cc1ccc(NC(=O)COC(=O)c2ccco2)cc1S(=O)(=O)N1CCOCC1,1.0%,3.0%,4.5,2.9%,?,-3.5%,1.7%,-2.6%,-0.9%
O=C(NCCN1CCN(Cc2ccccc2Cl)CC1)Nc1ccccc1,2.2%,-4.0%,-40.2,-14.6%,-8.7,-20.4%,0.0%,-13.0%,-8.5%

# Ordered by formula weight (low to high): some entries from above.
SMILES,HT1080NT lethal,MCF10A rereplic,DRD3 agonist,KB-V1 cytotox,IL1B secr inh,GLP1R cytotox,KB-3-1 cytotox,HT1080 IDH1KD tx,SW480 rereplic
Cn1cnnc1SCC(=O)NNC(=O)c1ccc(Cl)cc1,-3.4%,4.8%,4.0,?,5.5,11.5%,-1.3%,-4.0%,-4.9%
O=C(NCCN1CCN(Cc2ccccc2Cl)CC1)Nc1ccccc1,2.2%,-4.0%,-40.2,-14.6%,-8.7,-20.4%,0.0%,-13.0%,-8.5%
Cc1ccc(NC(=O)COC(=O)c2ccco2)cc1S(=O)(=O)N1CCOCC1,1.0%,3.0%,4.5,2.9%,?,-3.5%,1.7%,-2.6%,-0.9%
